Bioassay records deposited in PubChem by several laboratories.
Mtb FBA inh: Mtb FBA enzyme inhibitors, primary screen, biochemical, fluorescence, strain H37Rv. purified M. tuberculosis FBA, fluorescence read-out. inhibition, % at 1 µM. 360,000 compounds, 2.3% hits; in the data active means inhibition above about 27%;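 further: 0% = vehicle and 100% = reference inhibitor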
Target sequence (P9WQA3 whole entry, looked up): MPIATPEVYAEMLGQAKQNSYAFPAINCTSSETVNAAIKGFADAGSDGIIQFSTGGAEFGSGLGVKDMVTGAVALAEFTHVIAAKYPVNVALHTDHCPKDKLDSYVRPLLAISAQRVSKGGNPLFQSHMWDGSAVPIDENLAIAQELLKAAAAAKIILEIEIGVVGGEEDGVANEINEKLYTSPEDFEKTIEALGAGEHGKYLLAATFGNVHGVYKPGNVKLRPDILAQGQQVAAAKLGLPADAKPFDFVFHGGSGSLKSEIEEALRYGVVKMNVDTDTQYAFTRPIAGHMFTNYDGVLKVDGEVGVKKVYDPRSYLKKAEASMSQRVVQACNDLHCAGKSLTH
PfHsp40 rescue: rescue of yeast from PfHsp40 toxicity, primary screen, S. cerevisiae, ATP luminescence. S. cerevisiae expressing PfHsp40, growth rescue. growth rescue, % at 12.5 µM. 340,000 compounds, 0.68% hits; in the data active means growth rescue above about 28%, passing the limit was not always enough; inconclusive means no clear call, values can overlap the other calls;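 further: yeast W303a lacking pdr1 and pdr3 grown in galactose medium; growth measured after three days at 30 °C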
TcdB GH inh: TcdB glycohydrolase inhibitors, primary screen, biochemical, single point, plate reader; Toxin B (Clostridioides difficile), P18177; inhibition, % at 9.99 µM; AID 652162, 2013; TcdB glycohydrolase enzymatic assay; 350,000 compounds, 0.24% hits; in the data active means inhibition above about 10%
Mtb BioA inh: M. tuberculosis BioA enzyme inhibitors, primary screen, biochemical, plate reader, single point, HTS | purified M. tuberculosis BioA enzyme | 360,000 compounds, 0.096% hits | inhibition, % at 9.99 µM | 7,8-diaminopelargonic acid synthase BioA (Mycobacterium tuberculosis) | AID 602481, 2012; in the data active means inhibition above about 40%; inconclusive means no clear call, values can overlap the other calls
GDH-TPI inh: GDH-TPI coupling enzyme inhibitors, primary screen, artefact control for M. tuberculosis FBA inhibitor project, biochemical, absorbance, full deck; inhibition, % at 4.8 µM; GDH-TPI coupled enzyme counterscreen, NADH absorbance; 360,000 compounds, 1.2% hits; AID 588335, 2011; in the data active means inhibition above about 30%;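 further: 0% = DMSO wells and 100% = wells lacking the enzyme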
Yp Topo-I inh: Yersinia pestis topoisomerase I inhibitors, primary screen, biochemical, cleavage product accumulation, plate reader, single point; Y. pestis Topo-I cleavage product accumulation; activity, % at 10 µM; 360,000 compounds, 0.064% hits; in the data active means activity above about 50%, passing the limit was not always enough; inconclusive means no clear call, values can overlap the other calls; further: inactives centre near 2
Mtb UGM inh: M. tuberculosis UGM enzyme inhibitors, primary screen, biochemical, fluorescence polarization, single point. UDP-galactopyranose mutase (Mycobacterium tuberculosis (strain ATCC 25618 / H37Rv)), …. purified UGM, fluorescence polarization probe displacement. inhibition, % at 10 µM. 320,000 compounds, 0.06% hits. AID 504406, 2011; in the data active means inhibition above about 10%, passing the limit was not always enough; inconclusive means no clear call, values can overlap the other calls
Target sequence (P9WIQ1 whole entry, looked up): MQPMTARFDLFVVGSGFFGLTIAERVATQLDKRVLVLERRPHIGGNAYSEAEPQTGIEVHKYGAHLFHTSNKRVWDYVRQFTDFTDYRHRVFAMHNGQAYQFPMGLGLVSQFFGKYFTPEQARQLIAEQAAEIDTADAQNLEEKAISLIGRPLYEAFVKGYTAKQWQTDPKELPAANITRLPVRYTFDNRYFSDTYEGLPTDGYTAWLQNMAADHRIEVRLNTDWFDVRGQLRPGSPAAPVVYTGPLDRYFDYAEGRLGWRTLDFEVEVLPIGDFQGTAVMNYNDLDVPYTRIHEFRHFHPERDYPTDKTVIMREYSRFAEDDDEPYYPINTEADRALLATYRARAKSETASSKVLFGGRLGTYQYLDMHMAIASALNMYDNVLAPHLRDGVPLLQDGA
FadD28 FP inh: inhibitors of FadD28 bisubstrate probe binding, primary screen, biochemical, fluorescence polarization, single point. Mycobacterium tuberculosis FadD28 fatty-acid-AMP ligase. inhibition, % at 12.5 µM. 360,000 compounds, 0.22% hits; in the data active means inhibition above about 8.5%, passing the limit was not always enough; inconclusive means no clear call, values can overlap the other calls
Vc quorum ag: inducers of Vibrio cholerae quorum light production without autoinducers, primary screen, BH1578 luxS cqsA deficient, single point; V. cholerae BH1578 lux reporter, luminescence, 6 h; activation, % at 18.7 µM; 350,000 compounds, 0.16% hits; AID 588436, 2011; in the data active means activation mostly above about 9.7%, no sharp cut-off; inconclusive means no clear call, values can overlap the other calls; inactive means mostly below about 3.7%; further: not every result past the cut was called active; inactives centre near 0; reference of the scale not given here
Starred values were filed as active, the others as inactive; i = inactive; ? = inconclusive; nt = no result given.

mol,Mtb FBA inh,PfHsp40 rescue,TcdB GH inh,Mtb BioA inh,GDH-TPI inh,Yp Topo-I inh,Mtb UGM inh,FadD28 FP inh,Vc quorum ag
O=C(CCN1C(=O)C2C3C=CC(C3)C2C1=O)NC1CCCCC1 (stereo not drawn),8,0.9,-0.5,-2.4,10,-4,-0.3,-1.7,1.1
CCc1cc(C(=O)Nc2cc(S(=O)(=O)N3CCCCC3)ccc2N2CCN(C)CC2)sc1C,0,nt,1.5,nt,16,13,nt,-1.3,i
CN(CC(=O)Nc1ccc(F)cc1)C(=O)COC(=O)c1ccccc1,1,-3.1,1.2,-1.2,-8,3,1.2,-1.2,i
O=C(COC(=O)CCc1ccc(S(=O)(=O)N2CCOCC2)cc1)NCc1ccccc1,3,0.6,-0.4,-1.2,2,-5,-2.6,-2.5,-4.2
O=C(Nc1cccc2ccccc12)N1CCN(Cc2ccc3c(c2)OCO3)CC1,41*,0.0,2.1,-0.8,7,1,-2.4,-1.3,-5.4
CCOC(=O)CC(NC(=O)c1ccccc1F)c1ccc(C)cc1 (stereo not drawn),4,-0.3,-0.4,nt,3,-6,-0.9,-2.4,i
Cc1c(C(O)CN2CCC(C(N)=O)CC2)c2ccccc2n1C (stereo not drawn),1,-0.5,nt,0.9,-9,0,-0.7,-3.0,nt
C/C=C(\C)C(=O)N1CCC(C(=O)c2ccccc2)CC1,1,-1.3,-0.1,-1.9,2,1,-0.9,-2.5,-0.6
CCCCn1c(-c2nonc2N)nc2ccccc21,0,-1.6,nt,0.6,17,9,1.6,-1.4,-1.5
CC(=O)N1CCc2c(sc(NC(=O)Cc3ccccc3)c2C#N)C1,1,-0.4,0.2,0.0,2,7,-2.3,-0.3,-0.3
Cc1ccc(S(=O)(=O)N2[C@@H](c3ccc(F)cc3)C(C(=O)O)=CC[C@H]2c2cccc(Cl)c2)cc1,-2,9.0,-0.6,2.8,-3,-2,0.0,2.7,0.6
CC(C)(C)OC(=O)NCc1ccc(CNC(=O)c2[nH]cnc2C(=O)Nc2ccccc2F)cc1,0,nt,-0.1,-0.3,15,28,nt,-0.4,-0.4
CCCn1c(-c2cccc([N+](=O)[O-])c2)nc2c1c(=O)[nH]c(=O)n2Cc1ccccc1,-3,1.4,nt,2.2,2,3,-0.2,-0.1,-0.2
C=CCOC(=O)c1cc(-c2ccc(/C=C3\C(=O)NC(=O)C(C#N)=C3C)o2)ccc1Cl,6,?,nt,6.6,34*,-19,nt,20*,i
Cn1cnnc1SCc1ccc(C#N)cc1Cl,-1,-1.5,0.5,-1.9,-3,-5,0.9,-2.4,-7.1
CCCCn1c(N)c(N(CC(C)C)C(=O)c2ccc(N(C)S(=O)(=O)c3ccc(C)cc3)cc2)c(=O)[nH]c1=O,0,0.6,-1.0,nt,-1,6,0.9,-2.3,-0.7
Cc1cccc(Nc2ncnc(N)n2)c1,-1,-1.0,2.9,-1.5,12,9,0.4,-4.3,-0.2
O=C(CC(c1ccccc1)c1ccccc1)Nc1ccc2c(c1)OCCO2,1,0.7,nt,-0.5,1,0,-2.4,-1.3,-0.2
Cc1ccc([N+](=O)[O-])cc1NC(=S)NC(=O)CC(C)(C)C,5,3.9,nt,0.1,1,8,0.8,-1.7,1.8
COc1ccc(OCC(=O)Nc2nc3cc4c(cc3s2)OCCO4)cc1,0,0.3,1.0,0.2,6,8,-3.7,-0.5,i
O=C(c1cc(COc2ccc(F)cc2F)on1)N1CCOCC1,-1,-0.4,0.0,-1.7,7,-3,-0.7,-3.2,-0.3
COc1ccc(CCNCC(C)c2ccccc2)cc1 (stereo not drawn),4,0.3,0.5,1.3,-1,7,-2.3,-2.7,-18
COc1ccc(CNC(=O)Nc2ccc3c(c2)N(C)C(=O)CS3)cc1,0,-1.0,0.2,nt,1,-2,3.1,0.3,i
NC(=O)C1CCCN(C(=O)c2ccc3c(c2)NC(=O)CS3)C1 (stereo not drawn),0,-0.7,0.8,-0.5,4,2,-1.8,-0.6,i
O=c1[nH]c2ccccc2o1,3,-1.0,-0.1,-1.8,10,2,-0.8,1.4,-0.4
O=C(NC(=S)N1CCN(c2ccc([N+](=O)[O-])cc2)CC1)c1ccccc1Cl,-3,1.9,0.2,nt,12,1,1.6,-0.6,-0.3
O=C(CCCCCN1C(=O)c2cccc([N+](=O)[O-])c2C1=O)Nc1ccccc1F,4,1.3,-7.7,0.5,3,0,1.8,-1.0,-0.6
COc1cc(OC)c(OC)cc1CNCCc1ccc(F)cc1,2,0.4,0.0,-0.5,5,7,0.0,0.3,-0.2
C/C(=N/N=C1/NC(=O)CC(C(=O)O)S1)c1ccccc1 (stereo not drawn),0,-0.3,nt,nt,21,3,-0.1,-0.5,-0.3
CCc1cc2ccc(C)cc2nc1SCC(=O)Nc1cc(OC)c(OC)cc1C(=O)O,47*,-0.9,nt,nt,12,3,0.5,-0.8,-0.3
COc1ccc(Nc2nnc(-c3ccc(C(=O)NCCO)cc3)c3ccccc23)cc1,-3,0.1,0.9,19,14,15,-2.7,0.0,-0.3
Cc1ccc(C(=O)NCCSC(C)(C)C)cc1[N+](=O)[O-],0,0.9,nt,nt,5,1,-0.9,-3.4,-0.1
CCCNC(=O)c1sc2c(c1C(=O)Nc1ccccn1)CCCC2,9,0.8,0.6,-0.2,10,4,2.3,-1.0,i
Cc1ccc(Cl)cc1NC(=O)C1CCCN1S(=O)(=O)c1ccc(-c2ccc(=O)[nH]n2)s1 (stereo not drawn),3,-0.1,-0.7,-2.7,25,3,-1.7,-6.9,i
Cn1nnnc1SCc1ccc(F)cc1,1,-0.2,nt,-1.5,10,1,-1.4,-1.9,-0.6
CCOc1ccccc1NC(=O)CCNC(=O)c1ccc(Cl)cc1,2,-0.2,1.3,0.3,-2,5,-2.8,-1.7,-2.4
CCOC(=O)Cn1nc(-c2ccc(Cl)cc2)cc1N,6,-0.8,nt,1.4,1,1,-1.3,1.7,5.1
COc1ccc(C(=O)N2CCC3(CC2)NCCc2[nH]cnc23)cc1,2,-1.2,1.0,-1.8,3,1,-1.0,-1.6,-2.7
CCC(C)(C)NC(=O)Cn1c(-c2ccc(C)cc2)noc1=O,-4,-1.4,1.5,-0.1,-5,6,3.9,0.7,-0.4
O=C(NCCN1CCOCC1)C(=O)NCC1OCCN1S(=O)(=O)c1cc(F)ccc1F (stereo not drawn),1,-0.5,1.0,1.0,-10,7,-1.0,-3.0,-0.7
C=CCSc1ncnc2c1oc1nc3c(cc12)COC(C)(C)C3,-2,0.8,-0.6,nt,5,-4,-0.3,-3.3,-0.3
COc1ccc(CCNC(=O)NCCc2c[nH]c3ccccc23)cc1OC,1,-1.8,1.5,1.5,2,2,0.1,1.7,-0.8
CC(/C=N/NC(=O)c1nnn(-c2nonc2N)c1CN1CCCCC1)=C\c1ccccc1,-2,-0.2,0.9,0.2,34*,21,-4.3,-1.0,i
Cc1cc(C(=O)NCCCN(C)C)c2ccccc2n1,15,6.5,1.4,nt,6,-12,nt,-3.1,-0.3
Cc1c(/C(O)=C2/C(=O)C(=O)N(CCN(C)C)C2c2ccc(C(C)C)cc2)cnn1-c1ccccc1 (stereo not drawn),1,-0.8,0.5,-0.2,11,-6,-1.9,-2.6,-0.2
CCOC(=O)c1sc(=NC(=O)c2ccc(C)c(C)c2)n(C)c1C,3,-1.2,1.3,nt,4,10,-2.8,-1.2,-0.5
Cc1oc(-c2ccccc2F)nc1CS(=O)CC(=O)NC1CC1 (stereo not drawn),0,-1.3,0.8,nt,-4,-8,-0.6,-3.9,-4.2
O=C(O)CCn1cc(C=C2C(=O)NC(=O)NC2=O)c(-c2cc3ccccc3oc2=O)n1,20,0.2,1.8,nt,8,0,-3.3,-0.3,i
CCN(CC)S(=O)(=O)c1ccc(C(=O)NCC(c2ccc(OC)cc2)N2CCOCC2)cc1 (stereo not drawn),2,-1.6,2.3,nt,3,14,-0.6,-0.5,nt
COc1ccc(CCNS(=O)(=O)c2ccc3c(c2)CCN3C(=O)CCC(=O)O)cc1OC,-5,-0.6,nt,nt,-5,-2,1.9,-2.9,-0.4
O=C(CC1Nc2ccccc2NC1=O)NCc1cccnc1 (stereo not drawn),11,2.6,nt,0.1,3,1,-1.5,-1.2,i
CCN(C(=O)CSc1nc2ccc(O)cc2c(=O)n1-c1ccc(OC)c(OC)c1)C1CCS(=O)(=O)C1 (stereo not drawn),7,1.8,0.5,-0.8,4,-3,nt,-2.7,0.0
CCOC(=O)C1=CCC(c2cccs2)N(S(=O)(=O)c2ccc(C)cc2)C1 (stereo not drawn),-2,nt,2.9,-1.6,nt,nt,nt,-1.7,nt
COc1ccc(S(=O)(=O)N2CCOC2CNC(=O)C(=O)NCCc2ccccc2)cc1C (stereo not drawn),1,1.0,0.2,0.3,-6,34,-2.7,-5.1,-0.4
CCOc1ccc(NC(=S)Nc2ccc(F)cc2)cc1,-2,-1.6,-0.1,0.7,-10,-9,-0.4,-2.1,i

Already shown: entries from further up.
mol,Mtb FBA inh,PfHsp40 rescue,TcdB GH inh,Mtb BioA inh,GDH-TPI inh,Yp Topo-I inh,Mtb UGM inh,FadD28 FP inh,Vc quorum ag
COc1ccc(Nc2nnc(-c3ccc(C(=O)NCCO)cc3)c3ccccc23)cc1,-3,0.1,0.9,19,14,15,-2.7,0.0,-0.3
Cc1ccc(C(=O)NCCSC(C)(C)C)cc1[N+](=O)[O-],0,0.9,nt,nt,5,1,-0.9,-3.4,-0.1
CCCNC(=O)c1sc2c(c1C(=O)Nc1ccccn1)CCCC2,9,0.8,0.6,-0.2,10,4,2.3,-1.0,i
Cc1ccc(Cl)cc1NC(=O)C1CCCN1S(=O)(=O)c1ccc(-c2ccc(=O)[nH]n2)s1 (stereo not drawn),3,-0.1,-0.7,-2.7,25,3,-1.7,-6.9,i
